High-throughput results deposited in PubChem by National Center for Advancing Translational Sciences (NCATS).
Luc counter = Counterscreen for Luciferase (Kinase-Glo TM) Inhibition; actives 0.28% (n = 200,000); Kinase-Glo luciferase, ATP luminescence, 8 min; Potency, µM (series often up to 38.3 µM), inactives show at the highest dose activity change, negative = inhibition, usual class: inhibitors; also: % is scaled to controls: 0 for no effect and ±100 for the full control effect; nearly all actives have a fitted effect of over 60% in size
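Compounds were added to a substrate mix at pH 7.2 (50 mM imidazole, 10 uM ATP, within the enzyme's linear range), followed by Kinase-Glo detection reagent; luminescence was measured after 8 minutes at ambient temperature.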
RECQ1 inh = qHTS Assay for Inhibitors of RecQ-Like Dna Helicase 1 (RECQ1). ATP-dependent DNA helicase Q1 (Homo sapiens), P46063. RECQ1 DNA unwinding, red fluorescence kinetic read. AID 2549, 2010. Potency, µM (doses to about 57.3 µM), without a hit: at the highest dose activity, negative = inhibition, hits mostly inhibitors. actives 0.54% (n = 240,000);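 also: plate controls were vehicle for no effect and no enzyme for full effect; nearly all actives have a fitted effect of over 30% in size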
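50 nM RECQ1T1 preincubated 15 min with compound in Tris pH 8.0 buffer with MgCl2, DTT, Tween-20 and 2.5 ug/ml poly(dI-dC); started with 200 nM TAMRA/BHQ-2 forked duplex and 2 mM ATP. Unwinding read as fluorescence (525/598 nm), two reads 2 h apart.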
LMNA splice mod = qHTS Assay for Modulators of Lamin A Splicing; AID 1487, 2009; actives 0.01% (n = 200,000); HeLa LMNA splicing GFP/RFP minigene ratio, 48 h; Potency, µM (series often up to 46.1 µM), for inactives: at the top dose ratio change, negative = inhibition, usual class: inhibitors; active = well fitted inhibition curve with a large enough effect in the signal ratio, with a control signal flat, not every such curve was filed as active; inconclusive = small, poorly fitted or top-dose-only effect, or effect the other way, or a change in a side signal; the % refers to the signal ratio; also: % is scaled to controls: 0 for no effect and ±100 for the full control effect
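S3 HeLa stable clones carrying a lamin A-EGFP splicing minigene plus DsRed2 were seeded at 600 cells/well in Opti-MEM with 2% FBS, pin-dosed and incubated 48 h at 37°C. Acumen cytometry (488 nm) gave the GFP/RFP total-intensity ratio.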
ALDH1A1 block = qHTS Assay for Inhibitors of Aldehyde Dehydrogenase 1 (ALDH1A1); Purified ALDH1A1, NADH fluorescence, propionaldehyde substrate; Potency, µM (top dose mostly 75.3 µM), for inactives: top-dose activity, negative = inhibition, actives largely listed as inhibitors; actives 7.3% (n = 220,000); AID 1030, 2008; active = well fitted inhibition curve with a large enough effect, not every such curve was filed as active; inconclusive = small, poorly fitted or top-dose-only effect, or another doubt; inactive = no such curve, though single readings can be large or run the other way;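 also: plate controls were no enzyme wells and a reference inhibitor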
Target sequence (P00352 whole entry, looked up): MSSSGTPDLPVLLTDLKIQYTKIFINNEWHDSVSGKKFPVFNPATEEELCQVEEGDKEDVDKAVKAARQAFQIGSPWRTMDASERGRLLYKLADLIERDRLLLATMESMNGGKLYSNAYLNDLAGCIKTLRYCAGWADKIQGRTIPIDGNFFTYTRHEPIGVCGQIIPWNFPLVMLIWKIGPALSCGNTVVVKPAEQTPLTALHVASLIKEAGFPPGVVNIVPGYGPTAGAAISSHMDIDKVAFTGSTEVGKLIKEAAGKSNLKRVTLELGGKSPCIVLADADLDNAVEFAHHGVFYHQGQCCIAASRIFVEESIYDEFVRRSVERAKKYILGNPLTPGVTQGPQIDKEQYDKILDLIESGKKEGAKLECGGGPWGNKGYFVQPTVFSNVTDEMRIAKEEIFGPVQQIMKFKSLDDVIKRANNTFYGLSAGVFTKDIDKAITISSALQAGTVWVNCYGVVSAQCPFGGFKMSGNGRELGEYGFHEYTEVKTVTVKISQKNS
Tau fibril ThT = qHTS for Inhibitors of Tau Fibril Formation, Thioflavin T Binding | Potency, µM (highest dose often 57.4 µM), inactives show top-dose activity, negative = inhibition, actives largely listed as inhibitors | recombinant tau K18 P301L, heparin-induced fibrillization, ThT fluorescence | actives 2.1% (n = 270,000) | AID 1460, 2008; also: % is scaled to controls: 0 for no effect and ±100 for the full control effect; nearly all actives have a fitted effect of over 55% in size
Target sequence (P10636 561-689 P618L limits assumed): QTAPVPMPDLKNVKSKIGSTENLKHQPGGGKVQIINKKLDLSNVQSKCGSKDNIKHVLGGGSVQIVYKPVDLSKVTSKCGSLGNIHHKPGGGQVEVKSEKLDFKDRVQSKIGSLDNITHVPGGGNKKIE
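Using a mix of unlabeled (15 uM) and Alexa 594-labeled (0.24 uM) tau K18 P301L, heparin-triggered fibrillization over 6 hr at 37 C was scored by ThT fluorescence.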
SMN2 splice up = qHTS Assay for Enhancers of SMN2 Splice Variant Expression; HEK293 SMN2-luciferase splicing reporter, luminescence, 30-36 h; Potency, µM (titrated, usually from 46.1 µM), for the others: top-dose activity change, positive = activation, actives largely listed as activators; actives 2.8% (n = 210,000); AID 1458, 2008; also: % of control where 0% means no effect; nearly all actives have a fitted effect of over 55% in size
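HEK293 cells carry an SMN2 minigene-luciferase reporter in which exon 7 inclusion puts luciferase in frame. Cells were seeded at 2000 cells/well, attached for 10-12 hours, then exposed to compounds for 30-36 hours at 37C before ONE-Glo luminescence.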
L3MBTL1 inh = qHTS Assay for the Inhibitors of L3MBTL1; AlphaScreen L3MBTL1–H3K9me1 peptide binding; Potency, µM (titrated, usually from 57.1 µM), for the others: at the top dose activity, negative = inhibition, usual class: inhibitors; actives 0.66% (n = 230,000); AID 485360, 2010; also: % is scaled to controls: 0 for no effect and ±100 for the full control effect; nearly all actives have a fitted effect of over 60% in size
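L3MBTL1 (50 nM) pre-complexed 30 min with biotinylated H3(1-15)K9me1 peptide (75 nM), then compounds added for 30 min at room temperature; AlphaScreen streptavidin donor/nickel chelate acceptor beads (10 ug/mL final) read after 30 min dark incubation.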
KDM4E inh = qHTS Assay for Inhibitors of Human Jumonji Domain Containing 2E (JMJD2E). JMJD2E catalytic domain, FDH-coupled NADH fluorescence (FDH is formaldehyde dehydrogenase). Potency, µM (titrated, usually from 57.1 µM), without a hit: at the top dose activity change, negative = inhibition, usual class: inhibitors. actives 1.6% (n = 230,000). AID 2147, 2009; active = well fitted inhibition curve with a large enough effect, not every such curve was filed as active; inconclusive = small, poorly fitted or top-dose-only effect, or another doubt; inactive = no such curve, though single readings can be large or run the other way;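 also: 0% = wells with enzyme and -100% = buffer wells without enzyme; nearly all actives have a fitted effect of over 50% in size; many of its hits are not listed in these tables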
Target sequence (B2RXH2 1-337 limits assumed): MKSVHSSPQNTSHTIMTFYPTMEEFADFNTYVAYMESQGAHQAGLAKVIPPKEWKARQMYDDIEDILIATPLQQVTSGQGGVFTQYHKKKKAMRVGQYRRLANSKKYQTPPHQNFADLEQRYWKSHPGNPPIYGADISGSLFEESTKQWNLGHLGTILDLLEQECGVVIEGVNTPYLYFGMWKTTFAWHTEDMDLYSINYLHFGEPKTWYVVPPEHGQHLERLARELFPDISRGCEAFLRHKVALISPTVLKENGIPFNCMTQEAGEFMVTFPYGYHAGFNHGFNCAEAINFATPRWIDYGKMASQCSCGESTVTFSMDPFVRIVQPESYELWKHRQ
* marks the source's active call; other numbers are inactive results; i = inactive; ? = inconclusive; · = no result given; [ ] = remark or other dose. Unless noted, calls follow the shape of the dose curve; as a rule, active = well fitted curve in the direction sought with a large enough effect; inconclusive = small, poorly fitted or top-dose-only effect, or another doubt; inactive = no such curve, though single readings can be large; an effect the other way counts as inactive or inconclusive. Potency is read from the fitted curve at half-maximal effect.

SMILES | Luc counter | RECQ1 inh | LMNA splice mod | ALDH1A1 block | Tau fibril ThT | SMN2 splice up | L3MBTL1 inh | KDM4E inh
CCC(C)C(=O)N1c2ccccc2C(=C2SC(C(=O)OC)=C(C(=O)OC)S2)C(=S)C1(C)C (configuration not stated) | -4.3% | -16.4% | -4.3% | -7.2% | 3.98µM* | -21.7% | ? | -10.6%
Clc1ncccc1-c1nc2ccccc2s1 | -8.1% | i | · | -3.4% | -14.0% | · | · | 0.1%
O=C(c1sc(N2CCOCC2)nc1-c1ccccc1)N1CCCCC1 | 3.8% | -6.9% | -8.4% | -7.9% | -0.3% | 14.3% | 0.7% | 4.3%
CCOc1ccc(OCC)c(S(=O)(=O)NC2CC(C)(C)NC(C)(C)C2)c1 | -1.0% | i | -15.5%[46 µM] | 15.3% | 6.0% | 1.2% | 8.1% | -8.5%
CCOC(=O)Cc1csc(SCC(=O)/C(C#N)=C(\C)N)n1 | -2.3% | i | -1.1% | 1.3% | -4.8% | -7.4% | ? | 8.3%
CCOC(=O)c1ccccc1NC(=O)/C=C/c1cc(OC)c(OC)c(OC)c1 | -3.5% | -4.0% | 5.5% | ? | -8.0% | 6.2% | · | ?
O=C1c2ccccc2C(=O)N1c1ccc(Br)c2cccnc12 | 0.9% | -20.4% | · | -7.9% | 2.5% | 8.5% | 13.9% | 2.9%
S=C(NCCc1ccccc1)Nc1ccc(Nc2ccccc2)cc1 | 2.3% | -17.7% | ? | ? | ? | · | -29.6% | -6.9%
COc1cccc2sc(N(CCN(C)C)C(=O)/C=C/c3cccs3)nc12 | 1.6% | i | ? | -2.9% | ? | -1.3% | · | -27.2%
COc1ccc(/C=N/NC(=O)c2ccccc2O)cc1Cn1cc([N+](=O)[O-])cn1 | · | 4.9% | · | · | -20.9% | · | 8.5% | ?
CCCN(CCC)C(=O)c1ccc2c(c1)OCO2 | 0.8% | i | 1.5% | 3.9% | -1.3% | 0.0% | -10.3% | 5.7%
CC(=O)N1CCC2(CC1)CN(Cc1ccccc1)C2 | 0.5% | -5.2% | · | 6.7% | · | 1.5% | · | ·
Clc1ccc(OCc2nc(-c3ccncc3)no2)cc1 | 0.5% | -4.7% | ? | 2.7% | -1.1% | 1.1% | · | -8.8%
CN1CCN(C(=O)c2ccc3c(c2)S(=O)(=O)c2ccccc2C3=O)CC1 | 2.8% | -3.3% | -14.8%[46 µM] | -7.9% | 10.5% | 13.6% | 5.5% | -11.0%
O=C(c1cc(Br)c(Br)s1)N1CCN(C/C=C/c2ccccc2)CC1 | -4.0% | i | ? | -5.8% | ? | 10.2% | · | -1.1%
CCOC(=O)CC1C(=O)NCCN1C(=O)Nc1ccc(Cl)cc1 (configuration not stated) | 1.7% | i | -0.8% | 2.6% | 0.3% | 1.2% | · | 1.1%
O=C(C1=C(O)C(=O)N(CCCN2CCOCC2)C1c1ccccn1)c1cc2ccccc2o1 (configuration not stated) | -0.2% | -8.4% | 4.6% | ? | -14.7% | 8.7% | -1.6% | -7.7%
COc1cc2c(C)nc3c(c(C)nn3-c3ccccc3)c2cc1OC | 1.1% | 14.0% | · | ? | -14.6% | -39.3%[inhibitor] | 5.4% | -1.6%
O=C(NNC(=O)c1cccc2ccccc12)c1ccco1 | 9.2% | 8.2% | -2.4% | 7.2% | -3.0% | -5.7% | -1.0% | -6.2%
CCOc1cc(-c2noc(CCCC(N)=O)n2)cc(Br)c1OC | · | -10.3% | -6.2% | -0.3% | 1.0% | · | -7.1% | 6.0%

The closing 2 entries of the part above open the next one.
SMILES | Luc counter | RECQ1 inh | LMNA splice mod | ALDH1A1 block | Tau fibril ThT | SMN2 splice up | L3MBTL1 inh | KDM4E inh
O=C(NNC(=O)c1cccc2ccccc12)c1ccco1 | 9.2% | 8.2% | -2.4% | 7.2% | -3.0% | -5.7% | -1.0% | -6.2%
CCOc1cc(-c2noc(CCCC(N)=O)n2)cc(Br)c1OC | · | -10.3% | -6.2% | -0.3% | 1.0% | · | -7.1% | 6.0%
Cc1ccc(CNC(=O)COc2ccc(C)nc2[N+](=O)[O-])cc1 | 3.5% | i | -2.9% | -5.2% | -2.9% | 5.3% | 2.1% | -7.3%
Cc1ccccc1C(=O)NC1CCN(CC(=O)Nc2ccc3c(c2)OCO3)CC1 | -3.9% | 1.4% | 8.9%[46 µM] | 3.5% | -3.0% | -4.4% | -9.2% | -2.3%
Cc1cccc(C)c1NC(=O)CC(NCCc1ccccc1)C(=O)O (configuration not stated) | -2.3% | -4.4% | ? | 1.1% | 6.6% | -7.6% | 3.2% | 11.8%
O=C(O)C1C2C=CC3(CN(Cc4ccccn4)C(=O)C13)O2 (configuration not stated) | -2.1% | 4.4% | 10.9% | 6.2% | 1.9% | -5.2% | 5.5% | 5.0%
COCCCNC(=S)NNC(=O)c1ccc(C(C)(C)C)cc1 | · | -4.3% | · | -13.2% | -1.7% | · | 5.0% | -10.6%
COc1ccc(OCCC(=O)NCc2ccccc2)cc1 | -1.3% | 0.0% | -13.1% | 0.2% | -6.8% | -7.5% | 2.0% | 1.7%
CSCCC(NC(N)=O)C(=O)NCc1cccc(Cl)c1 (configuration not stated) | 18.8% | -2.1% | 2.0% | 2.5% | -6.1% | 0.4% | · | 7.4%
CCN(CC)S(=O)(=O)c1ccc(Cl)c(C(=O)Nc2ccc(Cl)cc2[N+](=O)[O-])c1 | -2.8% | -11.6% | ? | ? | ? | -76.9%[inhibitor] | ? | -6.2%
CCn1c2ccccc2c2cc(CN3CCN(S(=O)(=O)CC)CC3)ccc21 | 3.0% | -3.3% | ? | ? | -7.6% | -40.9%[inhibitor] | -10.5% | ?
O=C1CC(c2ccccc2)CN1S(=O)(=O)c1ccccc1 (configuration not stated) | 14.4% | -5.1% | -10.3% | 1.9% | -0.7% | -4.5% | -0.5% | 0.3%

One compound at a time (already shown). Values in the order: Luc counter, RECQ1 inh, LMNA splice mod, ALDH1A1 block, Tau fibril ThT, SMN2 splice up, L3MBTL1 inh, KDM4E inh
`COCCCNC(=S)NNC(=O)c1ccc(C(C)(C)C)cc1` is listed with ·, -4.3%, ·, -13.2%, -1.7%, ·, 5.0%, -10.6%
`COc1ccc(OCCC(=O)NCc2ccccc2)cc1` is listed with -1.3%, 0.0%, -13.1%, 0.2%, -6.8%, -7.5%, 2.0%, 1.7%

Other structures:
SMILES | Luc counter | RECQ1 inh | LMNA splice mod | ALDH1A1 block | Tau fibril ThT | SMN2 splice up | L3MBTL1 inh | KDM4E inh
COCCNC(=O)c1c(N)n(CCCn2ccnc2)c2nc3ccccc3nc12 | 9.6% | -11.6% | -7.2% | ? | -7.3% | -13.8% | 16.2% | ?
COc1ccc(CNC(=O)C(=O)NCc2ccncc2)cc1 | 4.0% | i | -3.4%[46 µM] | 5.5% | -2.9% | -2.8% | 2.3% | -10.5%
O=C(NC(=S)Nc1ccc2oc(=O)ccc2c1)c1ccccc1F | · | 15.8% | · | · | -13.7% | · | 0.3% | -1.6%
O=C(Cn1ncc2c(=O)oc3ccccc3c21)NCCC1=CCCCC1 | 1.8% | -8.5% | 3.1% | -13.5% | -22.6% | -9.8% | 3.7% | -0.1%
Cc1ccc(Cl)cc1NC(=S)N(Cc1cccnc1)Cc1ccccc1Cl | -2.2% | -20.3% | 5.7%[9.22 µM] | 11.2µM* | -17.9% | -16.5% | -28.7% | -2.2%
Cc1nc(C(=O)NC(C)C)nn1-c1cc(Cl)cc(Cl)c1 | -0.6% | ? | 1.6%[46 µM] | 1.6% | 0.9% | -5.0% | -7.4% | 9.0%
CCCn1cnc2c(N)c(C)c(C)cc21 | 5.7% | -4.5% | -3.2% | 0.9% | -13.6% | 2.7% | -5.0% | -10.3%
O=C1CC(c2ccc(S(=O)(=O)N3CCN(c4ccccc4)CC3)cc2)CN1 (configuration not stated) | 0.7% | -8.3% | 21.0% | 10.2% | 2.1% | -22.6% | 1.2% | 7.4%
CC(C)COn1c(=S)[nH]c2ccccc2c1=O | -4.4% | 9.0% | 6.1% | ? | -12.5% | -5.0% | 4.5% | -9.0%
COc1ccc(-n2c(C)nn(CCOc3ccccc3)c2=O)cc1 | -0.3% | i | · | 1.9% | 6.1% | 16.9% | 2.2%[11.4 µM] | 3.7%
COc1ccc(CCN(C)CCN2C(=O)c3ccccc3C2=O)cc1OC | -3.4% | i | 2.7% | 0.4% | -2.1% | -10.4% | 5.3% | 1.1%
O=C(COC(=O)CSCC(=O)N1CCCCC1)Nc1ccc(Cl)cc1 | -3.5% | -11.4% | 10.0% | ? | 2.3% | -8.2% | 3.6% | -0.3%
COCCNc1oc(-c2cccs2)nc1S(=O)(=O)c1ccc(C)cc1 | 3.0% | i | · | ? | 2.9% | -1.9% | -13.4% | -6.7%
Nc1nc2n[nH]nc2c(=O)[nH]1 | -5.7%[17.1 µM] | i | -13.8% | 0.3%[20.9 µM] | · | -19.7%[20.6 µM] | · | 63.2%
CCCCC(=O)Nc1ccc(C(=O)NNC(=S)NC(=O)c2ccccc2[N+](=O)[O-])cc1 | -1.1% | i | · | ? | ? | -15.3% | 9.8% | ?
Cc1ccc(C(=O)NCCc2csc(C)n2)cc1 | 0.2% | -0.5% | -4.3% | 20.1% | -15.1% | 14.1µM* | -2.6% | 0.1%
O=C(NNc1cc(Cl)ccc1Cl)C1CCC1 | · | -11.2% | · | · | -2.0% | · | -0.9% | -10.0%
COc1cccc2c1OCC/C2=N\NC(=O)COc1ccccc1C | -2.9% | 4.8% | -6.5% | 0.9% | ? | 16.6% | 3.8% | 1.8%

These rows are one share of the data; rates above refer to the full screens.
